# POLI inh: inhibitors of human DNA polymerase iota | Potency, µM (doses to about 115 µM), inactives show top-dose activity, negative = inhibition, usual class: inhibitors | Q9UNA4 | 1% of 390,000 active | Pol iota fluorescent replication assay, 10 min; further: potency means the concentration at half of the fitted maximal effect
# Target sequence (Q9UNA4 whole entry, looked up): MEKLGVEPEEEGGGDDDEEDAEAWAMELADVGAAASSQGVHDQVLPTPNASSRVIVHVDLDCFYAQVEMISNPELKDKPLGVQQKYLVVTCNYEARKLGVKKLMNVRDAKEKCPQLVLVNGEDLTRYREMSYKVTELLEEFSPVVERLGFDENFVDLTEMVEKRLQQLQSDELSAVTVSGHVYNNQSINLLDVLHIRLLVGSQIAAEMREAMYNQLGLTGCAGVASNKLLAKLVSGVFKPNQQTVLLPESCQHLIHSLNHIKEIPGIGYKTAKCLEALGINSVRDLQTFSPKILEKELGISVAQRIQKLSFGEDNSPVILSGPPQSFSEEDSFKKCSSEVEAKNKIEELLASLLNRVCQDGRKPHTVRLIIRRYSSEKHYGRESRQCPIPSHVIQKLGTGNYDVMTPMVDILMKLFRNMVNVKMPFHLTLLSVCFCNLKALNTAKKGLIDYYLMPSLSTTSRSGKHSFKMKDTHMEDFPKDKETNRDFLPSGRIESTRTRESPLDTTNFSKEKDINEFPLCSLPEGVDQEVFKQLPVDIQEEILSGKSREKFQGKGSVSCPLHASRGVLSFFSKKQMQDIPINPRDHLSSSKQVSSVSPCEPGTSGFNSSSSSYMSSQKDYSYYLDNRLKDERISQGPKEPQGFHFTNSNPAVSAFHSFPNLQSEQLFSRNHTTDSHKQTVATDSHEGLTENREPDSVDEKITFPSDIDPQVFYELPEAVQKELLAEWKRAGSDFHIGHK
#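 Fluorescent replication assay read twice, at 0 min and 10 min after adding 50 nM (final) substrate. Enzyme (10 nM) and compounds were first incubated 15 min at room temperature; enzyme-free buffer wells were negative controls.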
# GRP78 ERSR act: induces the endoplasmic reticulum stress response in human glioma cells. 0.02% of 420,000 active. AID 602332. Potency, µM, for inactives: at the highest dose activation, actives largely listed as activators. U87-MG GRP78 promoter luciferase reporter, 16 h; further: potency means the concentration at half of the fitted maximal effect; series mostly up to about 76 µM; % of control where 0% means no effect; nearly all actives have a fitted effect of over 35% in size
#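 ERSR induction read as luciferase luminescence (Bright-Glo, 10 min at room temperature) in stably transfected human U87-MG glioma cells exposed to compounds for 16 h, using GRP78 as sensor.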
# LDHA inh: blocks human lactate dehydrogenase A; activity change, % (values are at about 110 or 230 µM); purified LDHA, NADH/diaphorase-resazurin fluorescence; active compounds read low; P00338; 0.15% of 480,000 active; in the data active means activity change below about -30%; inconclusive means mostly about -25% to -30%;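 further: plate controls were DMSO wells for no effect and wells without enzyme for full effect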
#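 Enzyme activity of human lactate dehydrogenase 5 (2 nM; 0.06 mM NADH, 0.2 mM pyruvate, 5 min, RT) is measured via a resazurin/diaphorase fluorescence readout of residual NADH.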
# POLK inh: inhibitors of human DNA polymerase kappa; purified Pol kappa, fluorescent DNA synthesis assay, 10 min; Potency, µM (titrated, usually from 107 µM), without a hit: top-dose activity, negative = inhibition, actives largely listed as inhibitors; Q9UBT6; AID 588579; 0.53% of 400,000 active; further: potency means the concentration at half of the fitted maximal effect; on the % scale 0 is the no-effect control and ±100 the full control effect
#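 Activity was followed as the change in fluorescence between reads at 0 and 10 min after starting the reaction with 50 nM substrate. Beforehand, 10 nM polymerase had been preincubated with compound for 15 min at room temperature.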
# POLH inh: blocks human DNA polymerase eta activity; Q9Y253; recombinant Pol eta, fluorescent DNA replication assay; Potency, µM (top dose mostly 114 µM), without a hit: at the top dose activity change, negative = inhibition, most hits filed as inhibitors; 1.2% of 390,000 active; AID 588591; further: potency means the concentration at half of the fitted maximal effect; on the % scale 0 is the no-effect control and ±100 the full control effect
#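 Fluorescent replication assay: 50 nM final substrate added after a 15 min room-temperature compound preincubation with 10 nM enzyme. Signal taken at 0 min and again at 10 min.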
# Apoferritin bind: binds horse apoferritin like a general anesthetic | 0.074% of 350,000 active | apoferritin/1-aminoanthracene competitive binding, fluorescence | P02791 | Potency, µM (titrated, usually from 77.5 µM), for inactives: at the highest dose activity change, negative = displacement, hits mostly inhibitors; further: potency means the concentration at half of the fitted maximal effect; on the % scale 0 is the no-effect control and ±100 the full control effect; nearly all actives have a fitted effect of over 20% in size
# Target sequence (P02791 2-175 limits assumed): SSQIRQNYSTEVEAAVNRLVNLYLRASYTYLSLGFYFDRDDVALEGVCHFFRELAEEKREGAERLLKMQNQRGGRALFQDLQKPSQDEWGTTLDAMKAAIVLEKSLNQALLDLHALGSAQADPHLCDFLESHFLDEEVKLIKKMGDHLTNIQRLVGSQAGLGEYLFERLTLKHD
#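 10 uM apoferritin + 50% sat. 1-AMA, PBS; cpd 10 min RT; Ex380/Em535 endpoint; normalized to free probe vs complex; 4-param Hill fit; propofol titration as pos. ctrl.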
# Pol beta inh: DNA polymerase beta (human) inhibition; P06746; Pol beta primer extension/strand displacement, fluorescence kinetic; Potency, µM (top dose mostly 114 µM), without a hit: top-dose activity change, negative = inhibition, most hits filed as inhibitors; 1.3% of 340,000 active; further: potency means the concentration at half of the fitted maximal effect; on the % scale 0 is the no-effect control and ±100 the full control effect
#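 Homogeneous kinetic assay of primer extension and strand displacement by 10 nM Pol beta, preincubated 15 min at room temperature with compound before 50 nM substrate (final) was added. Read at 0 and 10 min; four-parameter Hill fit.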
# APE1 inh: inhibitors of human APE1 endonuclease | AID 2517 | recombinant APE1, TAMRA/BHQ-2 abasic DNA cleavage fluorescence | 0.35% of 350,000 active | P27695 | Potency, µM (doses to about 65.8 µM), without a hit: at the top dose activity change, negative = inhibition, most hits filed as inhibitors;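 further: potency means the concentration at half of the fitted maximal effect; plate controls were vehicle for no effect and reference inhibitor for full effect; nearly all actives have a fitted effect of over 55% in size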
#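 Quantitative HTS: incision of a TAMRA/BHQ-2 double-stranded substrate bearing a tetrahydrofuran abasic site by 0.75 nM APE1 raises fluorescence. Substrate 50 nM final, added after 15 min compound preincubation at room temperature; progress as third-minus-first kinetic read difference.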
# BLM inh: blocks DNA unwinding by human BLM helicase; P54132; AID 2528; recombinant BLM DNA unwinding, fluorescence dequenching; Potency, µM (series often up to 56.1 µM), without a hit: at the highest dose activity change, negative = inhibition, usual class: inhibitors; 0.2% of 350,000 active;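 further: potency means the concentration at half of the fitted maximal effect; plate controls were vehicle for no effect and no enzyme for full effect; nearly all actives have a fitted effect of over 35% in size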
# * marks the source's active call; other numbers are inactive results; ? = inconclusive; / = not tested or not shown; & = joins results of further samples; [ ] = remark or other dose. Unless noted, the call rests on the fitted dose curve; in most records, active means well fitted curve in the direction sought with a large enough effect; inconclusive means small, poorly fitted or top-dose-only effect, or another doubt; inactive means no such curve, though single readings can be large; an effect the other way counts as inactive or inconclusive.
Compound	BLM inh	POLH inh	POLI inh	GRP78 ERSR act	LDHA inh	APE1 inh	POLK inh	Apoferritin bind	Pol beta inh
CCn1c(=O)c2cc(C(=O)NCCCOC)sc2c2ccccc21	1.5%&2.0%	-9.9%&-2.3%	0.5%&16.3%	-3.5%&-1.9%	1.5&-0.1	-8.8%	15.3%&-6.0%	?	42.3%&6.3%
CC(=O)C1=C(c2cccc([N+](=O)[O-])c2)N(C(C)=O)n2c(C)nnc2S1	-9.8%	-15.4%	74.6%[activator]	-3.2%	?	-3.0%	-13.9%	-22.9%	15.0%
COC(=O)c1[nH]c2cccc(C)c2c1NC(=O)CN1CCCc2ccccc21	-1.8%	-17.1%	-12.5%	2.3%	19.1	1.1%	-6.7%	1.4%	-13.1%
CCOc1ccc(NC(=O)CN2C(=O)COc3ccc(Cl)cc32)cc1	-1.8%	-6.9%	10.5%	-7.7%	2.5	5.3%	13.4%	-5.9%	41.4%
COC(=O)[C@@]1(C)[C@H]2C(=O)N(C)C(=O)[C@H]2[C@H]2CN=C(SCc3ccc(C#N)cc3)N21	/	-9.0%	-4.8%	-0.8%	-7.2	-4.4%	-2.5%	/	/
COc1ccc2nc3oc(C(=O)N4CCC(C(N)=O)CC4)cc3cc2c1	4.8%	4.2%	19.7%	1.9%	5.1	4.3%	-12.5%	65.9%[activator]	-0.4%
CCC1(C)Cc2c(sc3nc(SCC(=O)c4ccccc4)[nH]c(=O)c23)CO1 (centres undefined)	-5.0%	-5.6%	-44.2%	-2.1%	-7.2	17.7%	-11.7%	-8.2%	15.6%
O=C(CCC1CCCN(C(=O)c2cc(C3CC3)[nH]n2)C1)N1CCN(c2ccccn2)CC1 (centres undefined)	6.3%	-16.0%	37.5%[activator]	-1.3%	-3.9	2.2%	4.6%	-4.9%	9.5%
Nc1ccc(C(=O)OCc2nc3ccccc3[nH]2)cc1	2.8%	-17.5%	2.3%	-0.7%	-3.6	-0.8%	-8.3%	-9.7%	11.5%
COc1cccc(Cn2c(=O)c(-c3cccc(C#N)c3)nc3cnc(OC)nc32)c1	-3.4%	/	/	-3.4%	/	1.6%	-9.3%[60.1 µM]	/	/
O=C(Nc1cccc(C(=O)N2CCCCC2)c1)C1CCCC1	/	-10.4%	31.5%[activator]	-3.8%	-2.9	/	4.0%	/	/
CC1=C(C(=O)OCc2ccccc2)C(c2ccc(Cl)cc2Cl)NC(=O)N1CCCC(=O)O (centres undefined)	4.5%	-0.1%	?	-2.5%	-0.5	2.1%	2.2%	24.8%	-12.2%
COCCn1c(SCC(=O)NC2CCCC(C)C2C)nc2ccccc2c1=O (centres undefined)	/	-10.9%	45.3%[activator]	-1.5%	-1.7	15.1%	1.6%	/	/
O=C1C=C(c2ccccc2C(F)(F)F)C[C@@H](c2ccc3c(c2)OCO3)C1	/	-9.7%	-8.1%	-0.2%	-3.5	1.7%	-13.5%	/	/
CCCN(Cc1nnc(-c2ccccc2Cl)o1)C(=O)c1ccc(C)c(S(=O)(=O)N2CCOCC2)c1	/	-22.5%	25.4%	0.0%	-6.0	-13.0%	-3.8%	/	/
Nc1ccc(S(=O)(=O)c2cccc(N)c2)cc1	-1.6%	-8.6%	22.8%	-2.0%	-2.1	0.8%	0.0%	-13.6%	3.1%
O=C(COC(=O)CCC(=O)c1ccc(F)cc1)NCCc1ccccc1	/	-13.8%	98.7%[activator]	-3.7%	-10.0	25.1%	-12.6%	/	/
Cc1ccc(-c2noc(CSc3nnc(C)n3-c3ccc(F)cc3)n2)cc1	-1.0%	-19.0%	29.6%	-2.5%	1.4	/	12.9%	-14.2%	5.6%
COCCNCC(=O)C12CC3CC(CC(C3)C1)C2	0.3%	-9.3%	5.7%	-1.2%	3.0&7.2	-0.5%	-6.4%	?	-20.3%
Cc1cc(C)nc(NC(=O)NC(=O)c2ccccc2)n1	2.2%	-17.1%	?	-1.4%	0.8	18.5%	-1.9%	-12.4%	4.0%
Nc1ccccc1Oc1ccc2ccccc2c1	-6.0%	-4.7%	-2.7%	6.4%	-4.7	1.6%	-13.2%	?	-0.9%
Cc1nn2c(NCc3ccccn3)cc(C(C)(C)C)nc2c1-c1ccccc1	-11.7%	-14.0%	-20.4%	0.7%	-1.7	15.7%	-10.8%	-4.3%	22.0%
O=C(CNC(=O)c1ccccc1Cl)OCc1cc(=O)n2nc(C3CC3)sc2n1	-1.4%	-14.8%	23.8%	-1.2%	2.1	/	0.0%	-14.1%	-0.6%
O=C(CSc1nc2c([nH]c3ccccc32)c(=O)n1-c1ccc(Cl)cc1)NC1CCCCC1	1.5%	-13.1%	22.4%	1.6%	-2.2	/	-2.7%[60.1 µM]	3.9%	14.2%

# Next section; the last four above are carried over.
Compound	BLM inh	POLH inh	POLI inh	GRP78 ERSR act	LDHA inh	APE1 inh	POLK inh	Apoferritin bind	Pol beta inh
Nc1ccccc1Oc1ccc2ccccc2c1	-6.0%	-4.7%	-2.7%	6.4%	-4.7	1.6%	-13.2%	?	-0.9%
Cc1nn2c(NCc3ccccn3)cc(C(C)(C)C)nc2c1-c1ccccc1	-11.7%	-14.0%	-20.4%	0.7%	-1.7	15.7%	-10.8%	-4.3%	22.0%
O=C(CNC(=O)c1ccccc1Cl)OCc1cc(=O)n2nc(C3CC3)sc2n1	-1.4%	-14.8%	23.8%	-1.2%	2.1	/	0.0%	-14.1%	-0.6%
O=C(CSc1nc2c([nH]c3ccccc32)c(=O)n1-c1ccc(Cl)cc1)NC1CCCCC1	1.5%	-13.1%	22.4%	1.6%	-2.2	/	-2.7%[60.1 µM]	3.9%	14.2%
CCC(=O)N1CCN(c2ccc(NC(=O)c3cc4ccccc4o3)cc2)CC1	-3.7%	-8.5%	2.3%	-8.3%	-4.6	-3.9%	-16.3%	-11.3%	1.5%
Cn1c(=O)c2c3c(sc2n2c(SCC(N)=O)nnc12)CC(C(C)(C)C)CC3 (centres undefined)	-2.1%	-16.2%	33.7%[activator]	-1.0%	5.6	-1.7%	0.0%	-6.8%	9.6%
CC(C)CC(=O)Nc1nnc(S(=O)(=O)Nc2ccccc2)s1	-0.5%	1.6%	-24.4%	-4.2%	-6.0	-7.8%	-9.6%	5.4%	42.8%
O=C(C1COc2ccccc2O1)N1CCN(c2ccccc2F)CC1 (centres undefined)	-3.6%	5.8%	-6.0%	-3.3%	0.0	-6.4%	-4.8%	-14.7%	2.2%
COc1ccc(C2C(C#N)=C(N)OC3=C2C(=O)CC(C)(C)C3)cc1Cn1nc(C)c([N+](=O)[O-])c1C (centres undefined)	3.8%	-5.7%	5.1%	-4.1%	-0.8	-3.2%	1.1%	-18.4%	10.7%
COc1ccc(Cl)cc1C(=O)NNC(=O)CCNC(C)=O	-1.1%	-6.1%	61.2%[activator]	-2.4%	-2.9	-1.5%	-19.6%	-3.0%	-8.3%
COc1ccc([N+](=O)[O-])cc1NC(=O)C1CCCN1S(=O)(=O)c1cccs1 (centres undefined)	/	-6.4%	18.2%	-3.1%	-13.9	-0.1%	-0.9%	/	/
Clc1ccc(Nc2nc(Nc3ccc(Cl)cc3)nc(N3CCOCC3)n2)cc1	/	/	8.9%	0.8%	-6.3	/	-14.8%	/	/
N#Cc1cccc(NC(=O)Cc2ccccc2)c1	1.8%	-3.0%	20.2%	0.4%	-1.1	-2.8%	-11.2%	-20.9%	-20.1%
Cc1c(-n2c(O)c(C3=c4ccccc4=NC3=O)sc2=O)c(=O)n(-c2ccccc2)n1C	-1.8%	2.4%	40.5%[activator]	-3.7%	-7.7	-2.8%	-4.7%	-8.0%	-1.5%
CCOC(=O)CNC(=O)Nc1cc(C(=O)NCc2ccc(C(C)C)cc2)ccc1N1CCCC1	0.7%	-7.3%	-7.7%	-1.8%	-3.4&-10.9	/	-6.6%[60.1 µM]	-7.2%	34.3%
COC(=O)NCC(c1ccc2c(c1)OCO2)N1CCN(c2ccccc2)CC1 (centres undefined)	-0.2%	-4.4%	36.3%[activator]	-5.3%	-12.0	25.7%	-7.9%	-7.8%	7.8%
COc1ccccc1CN1CC(C(=O)NCCN2CCOC2=O)CCC1=O (centres undefined)	2.0%	-12.7%	18.0%	-2.7%	-9.4	67.3%[activator]	-22.8%	-2.2%	41.1%
CCCCC#Cc1cncc(C(=O)N/N=C/c2ccccc2)c1	-3.3%	1.3%	-1.8%[58.9 µM]	-2.5%	3.4	-0.8%	-13.4%	-18.3%	-0.9%
N#CCC(=O)N/N=C/c1cn(Cc2ccc3ccccc3c2)c2ccccc12	-20.9%	-1.8%	?	?	-7.0	0.2%	-3.5%	6.9%	2.2%
CN(C)S(=O)(=O)c1ccc(-c2ccccc2)cc1	-1.3%	-16.5%	6.5%	-2.9%	-3.9	5.5%	-1.8%	-22.8%	9.4%
O=c1[nH]ncc(N/N=C\c2cccs2)c1Cl	-2.8%	-3.6%	19.8%	6.6%	-1.7	0.6%	-16.1%	-6.4%	-0.4%
Cc1c(NS(=O)(=O)c2ccc3c(c2)n(C)c(=O)n3C)c(=O)n(-c2ccccc2)n1C	-2.0%	2.8%	-1.4%	-1.5%	-3.0	-3.8%	-13.3%	-7.0%	-0.3%
Cc1cc(/C=C(\C#N)C(=O)Nc2ccccc2)c(C)n1-c1ccc(F)cc1	-4.0%	-11.0%	3.9%	3.2%	0.0	/	-16.4%	86.1%[activator]	-11.8%
COc1ccccc1C(=O)Nc1ccc(OCC(=O)N2CC(C)OC(C)C2)cc1 (centres undefined)	/	-9.3%	-4.6%	2.4%	-3.0	17.9%	-3.2%	/	/

# Screening data: PubChem, National Center for Advancing Translational Sciences (NCATS)

# An excerpt. The share of hits here may be higher or lower than overall.
